# Compound activity: PubChem BioAssay, several laboratories
# WT yeast gro inh = growth inhibition of WT yeast, mitochondrial fusion screen. mitochondrial fusion phenotypic screen, WT strain. inhibition, % at 10 µM. actives 2.1% (n = 190,000); in the data active = inhibition above about 58%; tested in S. cerevisiae
# West Nile virus CPE = inhibition of WNV-induced cytopathic effect – cell-based, CPE readout (AID 1621); actives 0.02% (n = 290,000); CPE inhibition, % at 10 µM; hits with a dose series show IC50 in µM; West Nile virus-infected cells, CPE inhibition; higher % means a stronger effect; in the data active = a potency from the dose series; inconclusive = CPE inhibition mostly from about 3.7% at the one dose, without a potency; inactive = the rest, 99 in 100 with CPE inhibition below about 2.2%; note: strong numbers were not always called active
# NS5 inhibitors = Dengue-2 NS5 methyltransferase inhibitors, primary screen, biochemical, confirmation dose response (AID 588689); actives 0.3% (n = 340,000); one-dose inhibition, % at 25 µM; IC50 in µM for titrated hits; Dengue-2 NS5 methyltransferase capping enzyme assay, biochemical; higher % means a stronger effect; in the data active = a potency from the dose series; inconclusive = inhibition above about 29% without an active follow-up result
# ER stress rescue = rescue of cells from ER stress-induced death, primary screen, 384-well, CSM14.1, thapsigargin, ATP luminescence (AID 1222); CSM14.1 thapsigargin-induced death rescue, ATP luminescence; higher % means a stronger effect; cellular ATP content (survival), % at 20 µM, or EC50 in µM where a hit was titrated; 190,000 tested, under 10 active;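 active = EC50 below 50 µM in the dose-response confirmation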;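 note: death triggered by thapsigargin at about 15 µM added after 2 h compound pretreatment; cell ATP read after overnight thapsigargin exposure of roughly 18 to 22 hours; normalized against plate controls of thapsigargin alone and 5% DMSO vehicle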
# Yfh1-depleted yeast = enhancers of respiration in Yfh1-depleted yeast, dose response, Friedreich's ataxia, plus single-dose screen (AID 1465); S. cerevisiae Yfh1-off respiration, WST-1 reduction, 72 h; higher fold induction means a stronger effect; actives 0.074% (n = 220,000); fold induction at 50 µM; hits with a dose series show EC50 in µM;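 active = fold induction of absorbance versus untreated yeast above a set limit, then at least 30% activation at any dose in follow-up; inconclusive = repeats straddling the limit, or above it without dose testing; inactive = fold induction below the set limit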;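 note: activators that raise dye reduction in frataxin-depleted yeast; strong numbers were not always called active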
# RSV antiviral HEp-2 = RSV antiviral activity via CPE protection, HEp-2 cells, primary 10 µM value included (AID 2391); HEp-2 cells, RSV-induced CPE inhibition; higher % means a stronger effect; CPE inhibition, % at 10 µM; hits with a dose series show IC50 in µM; actives 0.13% (n = 310,000); in the data active = a potency from the dose series; inconclusive = CPE inhibition mostly from about 23% at the one dose, without a potency; inactive = the rest, 99 in 100 with CPE inhibition below about 21%; note: strong numbers were not always called active
# XIAP antagonists = XIAP antagonists, biochemical, IAP family, fluorescence polarization (AID 1018). actives 0.007% (n = 200,000). XIAP BIR domain, fluorescence polarization peptide displacement; higher % means a stronger effect. displacement, % at 20 µM, or IC50 in µM where a hit was titrated; in the data active = displacement above about 50%; note: a part of the inactive calls stands beside numbers as strong as those of hits
# Large T inhibition = TAg ATPase/helicase activity blockers – biochemical (AID 1903); SV40 large T antigen ATPase/helicase inhibition assay; higher % means a stronger effect; inhibition, % at 20 µM, or IC50 in µM where a hit was titrated; actives 0.39% (n = 310,000); in the data active = a potency from the dose series; inconclusive = inhibition mostly from about 32% at the one dose, without a potency; inactive = the rest, 99 in 100 with inhibition below about 32%; note: strong numbers were not always called active
# K1F lysis inhibition = inhibition of K1F phage lysis, E. coli UTI89, bacterial capsule biogenesis inhibitors, alamar blue (AID 488966); inhibition, % at 100 µM, or IC50 in µM where a hit was titrated; E. coli UTI89 K1F phage lysis, alamar blue, 2 h; higher % means a stronger effect; actives 0.02% (n = 340,000);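 active = phage lysis inhibition, versus mean bacterial control, above a set limit; inconclusive = no clear call, values can overlap the other calls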;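 note: capsule biogenesis inhibitors block K1F phage lysis so surviving cells raise fluorescence; higher fluorescence means more inhibition of phage lysis; actives were called in the ten point dose series up to 300 µM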
# WT yeast gro inh mutant strain = second read-out of WT yeast gro inh, no call of its own (marks repeat the call); inhibition, %; mitochondrial fusion phenotypic screen, mutant strain inhibition
# NS5 inhibitors pilot replicate = recorded beside NS5 inhibitors, whose call it bears; inhibition, %; measured here: pilot screen replicate inhibition
# Active calls of the source: *; i = inactive; ? = inconclusive; nt = not tested or not shown; [ ] = remark or other dose.
SMILES,WT yeast gro inh,WT yeast gro inh mutant strain,West Nile virus CPE,NS5 inhibitors,ER stress rescue,Yfh1-depleted yeast,RSV antiviral HEp-2,XIAP antagonists,Large T inhibition,K1F lysis inhibition,others
Cc1cccc(-n2c(C)cc(C=C(C#N)C#N)c2C)c1,0,-1,-0.5%,-3%,-2.7%,i,0.7%,-16%,3%,0.6%,
CC1CCC(C(C)C)C(OC(=O)CSc2n[nH]c(=O)[nH]c2=O)C1 (stereo unspecified),4,10,0.2%,-2%,0.1%,i,1.4%,-1.6%,13%,2.4%,
Cc1cccc(-n2nc3c(c2NC(=O)c2c(F)cccc2F)CS(=O)(=O)C3)c1C,nt,nt,0.8%,10%,nt,nt,0.1%,nt,4%,0.5%,
CC(=O)N1CCOc2ccc(S(=O)(=O)Nc3ncccc3C)cc21,nt,nt,-0.1%,3%,nt,nt,3.9%,nt,9%,0.3%,
CSc1ccccc1C(=O)NCc1ccccc1C,-5,16,-0.7%,5%,1.2%,i,0.1%,-2.5%,8%,0.3%,
COc1ccc(C2C3=C(CC(C)(C)CC3=O)Oc3ncn(Cc4ccccc4)c(=N)c32)cc1 (stereo unspecified),97*,-35*,-0.8%,-8%,7.3%,i,3.8%,-3.6%,24%,0.8%,
O=C(c1ccco1)[C@@H]1[C@@H]2C(=O)N(c3ccc(F)cc3)C(=O)[C@@H]2C2c3ccccc3C=CN21 (stereo partly specified),6,-3,-0.1%,nt,1.1%,i,-2.2%,0.0%,14%,nt,
COc1ccc(C(=O)c2c3ccc([N+](=O)[O-])cc3[n+]([O-])n2CCCC(N)=O)cc1,nt,nt,nt,-2%,nt,nt,2.4%,nt,8%,-2.2%,
Cc1ccc(S(=O)(=O)N/N=C\c2cc([N+](=O)[O-])ccc2Cl)cc1,1,-16,-0.6%,-7%,0.3%,i,-0.8%,-0.5%,0%,4.0%,
Cc1ccccc1S(=O)(=O)Cc1ccc(C(=O)NCCN(Cc2ccccc2)C(C)C)o1,nt,nt,0.2%,-7%,nt,nt,0.9%,nt,6%,0.1%,
CCN(CC)CC(=O)c1c(N)n(Cc2ccccc2)c(=O)n(C)c1=O,-4,-13,0.0%,2%,0.3%,i,-0.7%,-6.0%,7%,0.3%,
Fc1cccc(CSc2ccc(-c3ccco3)nn2)c1,9,-4,0.4%,-10%,-1.6%,i,?,-8.7%,3%,0.1%,
COc1ccc(C(CCNCc2ccc(N(C)C)cc2)c2ccccc2)cc1 (stereo unspecified),nt,nt,-1.6%,-3%,nt,nt,12%,nt,3%,1.3%,
Cc1cc(-c2cc(C(=O)NCc3ccccc3)on2)nc(NC2CCCC2)n1,nt,nt,0.6%,-3%,nt,i,4.5%,nt,5%,1.1%,
COc1ccccc1/C=N/NC(=O)CC(=O)NC1CCCCC1,-5,-2,0.7%,-5%,0.8%,i,1.6%,-1.0%,2%,-1.6%,
COc1ccccc1CNS(=O)(=O)c1cc2c3c(c1)C(C)C(=O)N3CCC2 (stereo unspecified),nt,nt,0.0%,-7%,nt,nt,1.0%,nt,8%,0.5%,
CCCN1CCN(C(=O)Cn2cccc2C(=O)c2ccccc2)CC1,-20,-2,1.1%,-1%,-2.3%,i,-0.3%,-4.6%,-3%,-0.5%,
Cc1ccc(Oc2ccc(NC(=O)CCC(=O)OCC(=O)c3cccs3)cc2)cc1C,0,6,-0.4%,-1%,-1.2%,i,2.1%,-25%,-4%,3.7%,
CCOc1ccccc1-n1cnc(C#N)c1N,8,6,0.0%,-8%,-0.7%,i,2.7%,-4.4%,23%,0.0%,
CC(=O)c1ccc(NC(=O)CCc2nc3sc4c(c3c(=O)[nH]2)CCCC4)cc1,nt,nt,nt,17%,nt,nt,-2.0%,nt,19%,0.0%[50 µM],
O=C(Nc1ccc2c(c1)OCO2)C1CC(=O)N(c2ccc3c(c2)OCCO3)C1 (stereo unspecified),-9,-9,1.1%,-3%,0.0%,i,1.9%,-1.7%,21%,-0.5%,
COc1cc(-c2cc(OC)c3c(C)oc(C)c3c(=O)c2)ccc1O,40,14,0.6%,-3%,0.1%,i,15%,-3.8%,32%,0.8%,
O=C1c2ccccc2C(Nc2ccc(Cl)cn2)N1Cc1ccccc1 (stereo unspecified),71*,59*,-0.5%,-1%,0.0%,i,3.1%,-0.4%,11%,1.4%,
CC1CCC2(CC1)NC(=O)N(CC(=O)c1ccc(Cl)s1)C2=O (stereo unspecified),nt,nt,0.6%,-4%,nt,nt,2.3%,nt,14%,0.1%,
CCOc1cc(/C=N/Nc2nnc(C)n2N)ccc1O,nt,nt,0.7%,-7%,nt,nt,0.0%,nt,24%,0.4%,
Cc1cccc(NC(=S)NC(C)C(c2cccs2)N2CCN(C)CC2)c1C (stereo unspecified),nt,nt,0.0%,5%,nt,i,-0.3%,nt,12%,0.2%,
O=C(c1cccc(Cl)c1)N1CCC2(CC1)NCCc1[nH]cnc12,nt,nt,0.0%,-6%,nt,nt,-0.2%,nt,12%,0.4%,
CN1CCN(C(=O)C2CCCN(S(=O)(=O)c3ccc(Br)cc3)C2)CC1 (stereo unspecified),nt,nt,-1.0%,3%,nt,nt,0.0%,nt,-11%,0.5%[50 µM],
Cc1ccccc1NC(=O)Cc1nnc(SCC(=O)Nc2ccccc2)n1C,-7,6,-0.1%,-1%,-1.5%,i,0.0%,-10%,2%,-0.2%,
Cc1cc(C)c(NC(=O)Cn2nnc(C(=O)Nc3ccc(F)cc3F)c2N)c(C)c1,nt,nt,14%,-3%,nt,nt,5.1%,nt,5%,0.1%,
CNC(=O)CSc1nc(N)c2c3c(sc2n1)CCC3,17,-41,0.4%,-8%,-3.2%,i,-1.0%,-2.6%,12%,1.8%,
CCC(C(=O)NC1CCCCC1)n1c(SCc2cccc(F)c2)nc2ccncc21 (stereo unspecified),3,-8,0.1%,4%,4.1%,i,2.4%,-9.6%,15%,5.4%,
C=CCSc1nnc(-c2cnn(-c3ccccc3)c2-n2cccc2)n1C,2,16,-0.6%,-5%,-3.0%,i,1.6%,-2.4%,4%,0.2%,
O=C(COc1ccccc1)Nc1cccc(-c2nn[nH]n2)c1,nt,nt,-0.1%,1%,nt,nt,-0.1%,nt,-3%,-2.2%[50 µM],
COc1ccc(-c2cc(=O)n(CCC#N)[nH]2)cc1,-17,-9,0.4%,-1%,0.3%,i,2.7%,-3.2%,13%,1.8%[50 µM],
COc1ccc(OC)c(S(=O)(=O)Nc2ccc3oc4c(c3c2)C(=O)CCC4)c1,11,3,0.2%,1%,-1.0%,i,1.9%,-9.5%,5%,0.4%,
CC(C)(C)c1ccc(C(=O)NCc2nnc(SCC(=O)NCc3ccco3)o2)cc1,nt,nt,-0.3%,-7%,nt,nt,-0.4%,nt,1%,-0.2%,
Cc1ccccc1NC(=O)N1CCc2ccccc2C1,-36,-9,-0.5%,0%,0.0%,i,-0.7%,-5.5%,3%,-0.9%[50 µM],
COc1ccc(/C=C2\SC(=S)N(CCC(=O)Nc3cccc(O)c3)C2=O)cc1OC,nt,nt,-0.4%,-5%,nt,nt,1.8%,nt,7%,-0.1%,
CCOC(=O)c1c(C)c[nH]c1C,-16,-9,0.5%,nt,0.1%,i,-1.4%,-4.9%,3%,nt,
CCOC(CNC(=O)c1ccc2nc(N3CCC(C)CC3)sc2c1)OCC,-1,-7,-1.1%,-7%,2.1%,i,17%,-4.9%,7%,0.0%,
COc1ccc2[nH]c3c(=O)n(CCCC(=O)NC4CCC(C)CC4)c(=S)[nH]c3c2c1 (stereo unspecified),nt,nt,0.1%,-6%,nt,nt,nt,nt,9%,0.3%,
CC(C)CNC(=O)NC(=O)COC(=O)c1cc([N+](=O)[O-])ccc1NCc1ccccc1Cl,4,-1,-0.1%,nt,-0.7%,i,0.9%,-1.7%,11%,nt,
Cc1ccc(COC(=O)NCc2cccnc2)cc1,nt,nt,0.4%,-4%,nt,nt,-0.6%,nt,2%,0.1%,NS5 inhibitors pilot replicate=3.0
CCOc1cc(C2C(C#N)=C(N)Oc3n[nH]c(CC)c32)ccc1OCCN1CCOCC1 (stereo unspecified),-19,-4,0.1%,7%,0.0%,i,2.1%,-5.0%,25%,0.9%,
COc1cccc(C(=O)Nc2ccc(N3CCN(Cc4ccccc4)CC3)cc2)c1,29,36,0.7%,-5%,5.2%,i,15%,-5.8%,11%,1.3%,
CCn1cc(C(=O)NCC2CCCO2)c(=O)c2cc(S(=O)(=O)N3CCC(C)CC3)ccc21 (stereo unspecified),12,21,0.2%,-7%,-1.3%,i,5.7%,0.2%,5%,-0.1%,
COc1ccc(CNC(=O)C/C(C)=N/NC(=O)c2ccccc2OC)cc1,nt,nt,0.5%,2%,nt,nt,1.1%,nt,8%,0.3%,
CNC(=O)c1ccccc1-c1ccccc1,8,7,-0.5%,-6%,-1.1%,i,-0.4%,-0.5%,2%,5.5%,
Cc1cc(C)nc(NC(=O)CN2C(=O)c3ccccc3C2=O)n1,-15,-5,0.0%,-10%,0.3%,i,1.6%,-0.9%,5%,0.0%,
# Following part:
SMILES,WT yeast gro inh,WT yeast gro inh mutant strain,West Nile virus CPE,NS5 inhibitors,ER stress rescue,Yfh1-depleted yeast,RSV antiviral HEp-2,XIAP antagonists,Large T inhibition,K1F lysis inhibition,others
O=C1NC2(CCCCC2)N(C(=O)c2ccccc2)C2=C1CCCC2,2,-11,-0.1%,5%,-7.6%,i,0.4%,0.7%,10%,-0.3%,
CN(C)c1ccc(/C=N/NC(=O)c2ccc(Cl)cc2)cc1,7,13,-0.5%,3%,-3.1%,i,2.9%,-4.8%,27%,3.4%,
Cn1c(=NC(=O)CS(=O)(=O)c2ccccc2)sc2cc([N+](=O)[O-])ccc21,nt,nt,nt,-5%,nt,nt,-0.2%,nt,4%,1.3%[50 µM],
Cc1cccc(NCN2C(=O)C3C4C=CC(C4)C3C2=O)c1 (stereo unspecified),15,23,1.4%,-4%,-3.8%,i,-1.0%,-1.8%,8%,0.0%,
Cn1c(=O)[nH]c(=O)c2c1nc(Br)n2C/C=N/NC(=O)c1ccccc1,nt,nt,0.1%,-7%,nt,i,nt,nt,12%,-0.9%,
